# NCI-60 one-dose screen, 48 h, at 10 µM unless noted. Numbers give growth in % (100 = growth as untreated, 0 = no growth, -100 = all killed).
# OVCAR-5: OVCAR-5 ovarian cancer; 82,000 tested, 2.9% active; AID 1794783
# RXF 393: RXF 393 renal cancer cells. 77,000 tested, 6.9% active
# A498: A498 renal cancer cells. AID 1794774. 76,000 tested, 5.4% active
# CAKI-1: CAKI-1 renal cancer; 75,000 tested, 4.7% active; AID 1794772
# OVCAR-8: OVCAR-8 ovarian cancer | 81,000 tested, 4.4% active
# OVCAR-3: OVCAR-3 ovarian cancer. 79,000 tested, 7% active
# ACHN: ACHN renal cancer; 81,000 tested, 4.9% active
# OVCAR-4: OVCAR-4 ovarian cancer cells; 80,000 tested, 3.7% active; AID 1794784
# * hit, by the source's call; . = not tested or not shown; & = joins results of further samples; [ ] = another dose, or the depositor's remark. The calls were made as follows: active = growth percent below 10; inactive = the rest.
SMILES,OVCAR-5,RXF 393,A498,CAKI-1,OVCAR-8,OVCAR-3,ACHN,OVCAR-4
CC(C)(C)n1cc(-c2ccnc(NCCCNS(=O)(=O)c3ccc(F)cc3)n2)c(-c2ccc(Cl)c(O)c2)n1,106,74,91,83,94,92,86,88
Cc1ccc(-c2nc(SCC(=O)N3CCN(c4cc5c(cc4F)c(=O)c(C(=O)O)cn5C4CC4)CC3)nc(Cl)c2C#N)cc1,96,106,103,95,106,109,106,108
C=Cc1c(C)c2cc3[nH]c(cc4nc(cc5nc(cc1[nH]2)C(C)=C5CCC(=O)O)C(CCC(=O)O)=C4C)c(C)c3C=C,.,89,112,82,99,85,.,108
Cc1cc(C)cc(NC(=O)CSc2nnc(-c3ccc(NC(=O)c4cccnc4)cc3)n2N)c1,103,120,70,91,100,111,98,107
N#Cc1c(-c2ccco2)nc2c(c(-c3ccccc3)nn2-c2ccccc2)c1-c1ccc(O)cc1,93,101,91,59,55,86,72,78
O=C(/C=C/C=C/c1ccccc1)c1ccc(Nc2nc(Nc3ccccc3)nc(Nc3ccccc3)n2)cc1,71,54,96,83,82,75,88,84
CCOC(=O)C1(Cc2ccccc2)CCN(Cc2cccc(OC)c2O)CC1,42,-14*,21,-11*,3.2*,23,11,17
CCc1ccccc1-n1c(N)c(C#N)c(-c2ccccc2Cl)c(C#N)c1=O,97,112,106,101,98,134,96,93
C[C@@H](C[C@H](CCO)c1ccccc1)c1ccc2ccccc2c1,-69*,-87*,-0.1*,11,-39*,-88*,-91*,-81*
Cc1ccc(-n2cc(/C=N/NC(=O)c3ccncc3)c(-c3ccc(S(C)(=O)=O)cc3)n2)cc1,103,103,88,90,99,82,98,102
COc1ccc(C(=O)CC(C#N)c2ccc3c(c2)OCO3)cc1OC (stereo not drawn),87,90,63,77,96,81,91,76
CC(=O)N1N=C(c2ccc(Nc3nc(NCCO)nc(NCCO)n3)cc2)CC1c1ccc(Cl)cc1 (stereo not drawn),103,108,102,.,104,96,96,104
CS(=O)(=O)OC1C(COC(=O)c2ccccc2)OC2C1Oc1nc(=O)ccn12 (stereo not drawn),113,106,.,104,109,110,112,106
Cn1cc(C2=C(c3cccc4ccccc34)C(=O)N(O)C2=O)c2cccnc21,103,98,72,100,87,94,93,100
Nc1[nH]nc2nc(-c3ccccc3)[nH]c(=O)c12,95,119,123,58,111,107,106,96
Clc1ccc2c(c1)nc1n2CCCC1,91,98,97,120,102,119,101,101
CNC(=O)c1cc(Oc2ccc(NC(=O)c3nc(S(C)(=O)=O)sc3-c3ccc(F)cc3)cc2)ccn1,107,104,100,.,102,50,91,92
COC(=O)C(Cc1c[nH]c2ccccc12)NC(=O)C(NC(=O)OC(C)(C)C)C(C)C (stereo not drawn),106,121,108,92,109,114,102,103
Cc1nn2c(CCC(=O)c3nc4ccc([N+](=O)[O-])cc4[nH]3)nnc2s1,108,114,107,.,107,104,110,112
COc1cc2c(cc1OCc1ccccc1)c(=O)ccn2-c1ccc(NC(=O)C2(C(=O)Nc3ccc(F)cc3)CC2)cc1,99,94,68,74,91,105,81,84
COc1ccc(N=Nc2c(N)nn3c(-c4cccs4)ccnc23)cc1,85,93,149,70,90,108,88,84
O=C(O)C(Cc1ccccc1)NSc1ccccc1[N+](=O)[O-] (stereo not drawn),110,.,99,100,.,116,107,102
Cc1ccc(C(=O)O)cc1N=C1NC(=O)CS1,102,105,108,99,99,115,108,100
O=[N+]([O-])c1csc2ccccc12,115,108,107,91,92,110,99,116
COc1cc(/C(C#N)=C/c2ccc3c(c2OC)OCO3)cc2c1OCO2,43,-14*,8.9*,43,29,-36*,52,56
COc1ccc(/C=C/C(=O)Nc2ccc(-c3nc4ccc(OC)cc4s3)cc2)cc1,108,112,98,104,106,124,114,128
N=C1c2nc3n(c2C(=O)c2nc4n(c21)CCCCC4)CCCCC3,123,102,92,95,.,111,105,93
CNCCCC1c2ccccc2C=Cc2ccccc21,107,55,84,90,96,101,88,78
O=c1[nH]cc(C(F)(F)F)c(=O)[nH]1,79,102,87,91,100,106,100,112
COc1cc(C(=O)/C=C/c2c(-c3ccc(F)cc3)nc3sc(-c4ccccc4)c(-c4ccccc4)n23)cc(OC)c1OC,106,107,79,91,101,97,96,74
CC(C)(C)OC(=O)N1C/C(=C\c2ccccc2F)C(=O)/C(=C/c2ccccc2F)C1,103,.,73,74,115,116,105,106
Cc1c(C(=O)NNC(=O)c2ccccc2)sc2ncc(-c3ccc(Br)cc3)n12,113,105,99,110,101,117,103,114
O=C(Nc1ccc(Cl)cc1F)c1cc(Cl)ccc1O,20,-13*,-52*,1.6*,8.6*,2.5*,-1.7*,18
O=C(NNC(=O)c1ccc(-n2cc(-c3ccccc3)nn2)cc1)Nc1ccc([N+](=O)[O-])cc1,114,122,97,91,102,105,103,103
O=C(/C=C/c1ccccc1)c1cccc(N=Cc2c(O)ccc3ccccc23)c1,115,109,96,87,96,108,104,100
CC(C)(C)OC(=O)C(c1ccccc1)c1ccccc1,87,.,90,94,101,109,93,101

# Quoted from above, 12 compounds:
SMILES,OVCAR-5,RXF 393,A498,CAKI-1,OVCAR-8,OVCAR-3,ACHN,OVCAR-4
O=C(O)C(Cc1ccccc1)NSc1ccccc1[N+](=O)[O-] (stereo not drawn),110,.,99,100,.,116,107,102
Cc1ccc(C(=O)O)cc1N=C1NC(=O)CS1,102,105,108,99,99,115,108,100
O=[N+]([O-])c1csc2ccccc12,115,108,107,91,92,110,99,116
COc1cc(/C(C#N)=C/c2ccc3c(c2OC)OCO3)cc2c1OCO2,43,-14*,8.9*,43,29,-36*,52,56
COc1ccc(/C=C/C(=O)Nc2ccc(-c3nc4ccc(OC)cc4s3)cc2)cc1,108,112,98,104,106,124,114,128
N=C1c2nc3n(c2C(=O)c2nc4n(c21)CCCCC4)CCCCC3,123,102,92,95,.,111,105,93
CNCCCC1c2ccccc2C=Cc2ccccc21,107,55,84,90,96,101,88,78
O=c1[nH]cc(C(F)(F)F)c(=O)[nH]1,79,102,87,91,100,106,100,112
COc1cc(C(=O)/C=C/c2c(-c3ccc(F)cc3)nc3sc(-c4ccccc4)c(-c4ccccc4)n23)cc(OC)c1OC,106,107,79,91,101,97,96,74
CC(C)(C)OC(=O)N1C/C(=C\c2ccccc2F)C(=O)/C(=C/c2ccccc2F)C1,103,.,73,74,115,116,105,106
Cc1c(C(=O)NNC(=O)c2ccccc2)sc2ncc(-c3ccc(Br)cc3)n12,113,105,99,110,101,117,103,114
O=C(Nc1ccc(Cl)cc1F)c1cc(Cl)ccc1O,20,-13*,-52*,1.6*,8.6*,2.5*,-1.7*,18

# Next part
SMILES,OVCAR-5,RXF 393,A498,CAKI-1,OVCAR-8,OVCAR-3,ACHN,OVCAR-4
N#C/C(=C\c1ccc(F)cc1)C(=O)Nc1ncc(Cc2ccc(Cl)c(Cl)c2)s1,85,111,105,61,95,102,61,99
COc1ccc(C2CC(=O)Nc3c(-c4ccc(OC)c(OC)c4)csc32)cc1O (stereo not drawn),102,94,87,85,91,86,91,73
CC1(C)CC[C@]2(C(=O)OC(=O)[C@]34CCC(C)(C)C[C@@H]3C3=CC[C@@H]5[C@@]6(C)CCC(=O)C(C)(C)[C@@H]6CC[C@@]5(C)[C@]3(C)CC4)CC[C@]3(C)C(=CC[C@@H]4[C@@]5(C)CCC(=O)C(C)(C)[C@@H]5CC[C@]43C)[C@H]2C1,98[100 µM],63[100 µM],96[100 µM],46[100 µM],60[100 µM],74[100 µM],74[100 µM],.
COc1cc(/C=C2\CCC/C(=C\c3cc(CN4CCCC4)c(O)c(OC)c3)C2=O)cc(CN2CCCC2)c1O,40,11,85,55,8.2*,6.0*,48,47
Nc1no[n+]([O-])c1-c1csc(-n2nc(-c3ccccc3)cc2-c2ccccc2)n1,98,100,.,86,99,110,100,94
Cc1[nH]c(C(=O)Nc2ccc(C(=O)NC(C)C(=O)O)cc2OC(C)C)c(Cl)c1Cl (stereo not drawn),96,133,82,96,101,105,103,105
COc1ccc(CN2CCc3c(Sc4ccccc4Cl)nc(N)nc3C2=O)c(OC)c1,99,79,.,61,87,94,97,103
CCCC(=O)OCc1ccc(Cl)cc1,96,120,84,90,105,113,98,107
COc1cc2c3c(n(C4CCC(O)CC4)c(=O)c2cc1OC)-c1cc2c(cc1C3=O)OCO2 (stereo not drawn),.,68,.,40,65,76,28,76
FC(F)(F)c1ccc(-c2cnc(-n3cc(COCCN4CCCCC4)nn3)nc2NC2CCCCCC2)cc1,68,-3.5*,66,47,55,37,36,40
CNC(=O)CSc1nc2ccccc2c(=O)n1-c1ccc(S(=O)(=O)Nc2ccc(Cl)nn2)cc1,110,.,91,102,104,128,106,108
COc1ccc(CCNC2=CC(=O)CCC2)cc1OC,105,119,105,102,106,105,110,115
COc1ccccc1/C=C1\CCc2ccccc2C1=O,104,100,.,.,97,.,94,92
Cn1cc(-c2cc3c(Nc4ccc(CC(=O)Nc5cc(C(C)(C)C)on5)cc4)ncnc3[nH]2)cn1,5.7*,-46*,-60*,7.2*,2.1*,-6.6*,6.7*,5.4*
Brc1ccc(C(c2ccccc2)c2ccccc2)cc1,111,128,90,106,108,117,105,123
Cc1ccc(NC(=O)N(C)C)c(C)c1,98&99,99&100,115&101,94&88,113&106,57&99,98&97,105&99
Nc1cc(=O)n(-c2ccccc2)nc1Cl,109,111,95,101,93,111,107,113
O=[N+]([O-])c1ccc(N2CCCC2)cc1,86,105,100,102,95,102,97,96
CCOC(=O)c1csc(NC(=O)c2ccc(NC3CCCCC3)c([N+](=O)[O-])c2)n1,102,95,124,82,108,96,90,100
O=c1[nH]ccc2nc(N3CCC(O)CC3)nc(Nc3cccc(C(F)(F)F)c3)c12,137,54,94,39,45,68,68,91
NNc1ccc(-c2ccc(NN)cc2)cc1,112,105,110,100,101,115,110,105
Nc1nonc1-c1nc2ccc(Cl)cc2[nH]1,104,98,83,85,102,107,104,98
COc1ccc2cc3c(nc2c1)Nn1c(nnc1-c1ccc[nH]c1=S)SC3,94,.,92,88,100,106,96,90
Brc1ccc2[nH]cc(-c3nn4cc(-c5ccncc5)nc4s3)c2c1,104,91,91,52,53,.,53,71
C#CCOc1ccc(/C=N/Nc2nc(-c3ccc(C)cc3)cs2)cc1,107,118,78,97,99,.,100,91
CN=C(NC)NCc1ccccc1,106,114,.,107,100,.,107,114
CC(C)CC1(C)CNC(=O)NC1,95,106,109,91,115,106,104,111
O=C(CSC1CCc2ccccc21)N/N=C/c1ccco1 (stereo not drawn),102,111,103,93,96,116,96,99
CC(=O)O[C@H]1CC[C@]2(C)C34OC3C[C@]3(C)[C@@H](C(C)=O)CC[C@H]3[C@]43C=C[C@@]2(C1)C1C(=O)OC(=O)C13 (stereo partly drawn),105,106,.,92,104,101,121,100
O=C(O)c1cn(C2CC2)c2cc(N3CCN(Cn4nc(-c5ccccc5Cl)oc4=S)CC3)c(F)cc2c1=O,107,112,.,91,100,102,103,104
CNC(=O)NC(N)=O,94,109,103,98,96,130,102,103
CCC1(C)c2c(cc([N+](=O)[O-])c(C)c2[N+](=O)[O-])C(C)(C)C1C (stereo not drawn),88,108,.,96,102,119,95,98
CC1=CC(=O)CC(C)(C)C1(O)/C=C/C(C)=C\C(=O)O (stereo not drawn),108,123,117,96,101,108,101,98
Fc1cccc(Cl)c1/C=N/Nc1nc(N/N=C/c2c(F)cccc2Cl)nc(N2CCOCC2)n1,112,82,73,83,84,.,92,67
COc1ccc(N2C(=O)CS/C2=N/N=C(\C)c2cc3ccccc3oc2=O)cc1,100,64,.,85,101,.,92,96
N=C(N)c1ccc(-c2ccc(-c3cc(Cl)cc(Cl)c3)o2)nc1,-62*,67,62,.,-49*,-95*,-91*,-58*
COc1ccc(Nc2nn3c(=O)c4cc(SC)ccc4nc3s2)cc1,88,107,91,99,96,117,101,97
Fc1[nH]nc2ccc([C@@H]3Nc4ccc5[nH]ncc5c4[C@H]4C5CCC(C5)[C@@H]34)cc12 (stereo partly drawn),54,-6.0*,-12*,33,40,1.8*,44,55
[N-]=[N+]=NCCCC[C@H]1N=C(c2ccc(Br)cc2)Nc2nc3ccccn3c2C1=O,103,81,83,85,85,103,88,95
CCCCOc1nc2ccccc2cc1C1CNC(=O)c2ccccc2N1 (stereo not drawn),55,-14*,-11*,43,22,-9.7*,47,48
CCOC(=O)C(C(=O)OCC)C(c1ccccc1)S(=O)(=O)O (stereo not drawn),110,114,91,91,109,114,113,103
CCCC1CCNCC1,103,116,91,102,108,111,106,104
Cc1ccc(S(=O)(=O)/C(=C\c2ccc(Cl)cc2)C(=O)c2ccccc2)cc1,114,104,99,87,107,119,109,107
O=C1NC(=S)NC(=O)C1=Cc1ccc(OCC(=O)N2CCCCC2)cc1,104,106,100,92,96,113,102,102
Cc1ccc(S(=O)(=O)Oc2ccc(Cl)cc2Cl)cc1,94,95,78,96,100,114,95,89
CCOc1ccc(/C(C)=N\NC(N)=O)cc1,95,84,98,94,100,102,96,.
COc1ccc(C(=O)O)c(O)c1OC,101,103,99,.,103,100,101,105
O=C1NC(c2ccccc2[N+](=O)[O-])c2sc3c(F)cccc3c2C1Cl (stereo not drawn),103,117,106,88,98,93,104,89
Cc1cc(C)c2c(c1)OCN(Cc1ccccc1Cl)C2,109,102,97,99,94,113,103,97
COc1cc(C(=O)n2nc(C)cc2C)c(N2C(=O)/C(=C/c3ccccc3)N=C2c2ccccc2)cc1OC,106,97,60,90,94,110,91,93
O=C1OC=N/C1=C/c1ccccc1,110,110,80,100,114,119,104,101
Cc1ccc2c(c1)/C(=N/c1nc(-c3ccccc3)cs1)C(=O)N2,117,99,90,81,89,90,101,97

# Compound activity deposited in PubChem BioAssay by NCI.

# Random draw from the library; about 10% have a hit in one of these screens.
